# APJ agonist = APJ receptor agonism; P35414; CHO-K1 APJ PathHunter beta-arrestin, luminescence; 0% DMSO wells, 100% apelin; activation, % at 20 µM; AID 2520; 0.11% of 330,000 active;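 active = activation more than six SD over the plate average, tested at 20 µM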;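 also: 0% = DMSO alone and 100% = apelin-13 at 10 nM; some results filed as inactive read as strong as hits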
# Target sequence (P35414 whole entry, looked up): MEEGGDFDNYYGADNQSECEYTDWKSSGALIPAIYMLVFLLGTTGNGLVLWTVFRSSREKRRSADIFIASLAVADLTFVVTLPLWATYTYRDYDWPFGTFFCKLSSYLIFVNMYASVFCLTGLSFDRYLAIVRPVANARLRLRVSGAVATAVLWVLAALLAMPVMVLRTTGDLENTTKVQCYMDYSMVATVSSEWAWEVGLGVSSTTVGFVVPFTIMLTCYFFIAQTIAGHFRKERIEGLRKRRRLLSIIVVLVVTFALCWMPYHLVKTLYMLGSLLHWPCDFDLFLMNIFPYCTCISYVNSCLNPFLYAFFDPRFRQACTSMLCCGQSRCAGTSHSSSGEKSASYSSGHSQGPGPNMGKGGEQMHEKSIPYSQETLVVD
#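 Test system: CHO-K1 APJ beta-arrestin complementation cell line | Compound: Single test compound dose, 20 µM final, 1% DMSO | Incubation: Compound 90 min 25 °C, reagent 1 h | Measured by: beta-gal luminescence | Read-out basis: APJ–arrestin association signal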
# tim10-1 inh = growth inhibitors of tim10-1 mutant yeast; S. cerevisiae tim10-1 ts strain growth, BacTiter-Glo, 24 h; AID 463190; inhibition, % at 20 µM; 2.2% of 330,000 active;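 active = inhibition of at least 40%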;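 also: mutant grown at 25 °C; 0% = DMSO wells with yeast and 100% = wells holding no yeast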
# Mdm2-MdmX inh = inhibitors of human Mdm2/MdmX interaction. O15151+Q00987. SaOS-2 split-luciferase Mdm2/MdmX complementation, luminescence. inhibition, % at 8 µM. 3% of 330,000 active. AID 485346;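 active = inhibition of at least 50% at 8 µM in the primary screen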
# UPR XBP1 act = activators of adaptive arm of unfolded protein response (XBP1) | CHO-XBP1 luciferase reporter, IRE1-XBP1 UPR activation, luminescence; percent of tunicamycin response, DMSO as zero | activation, % at 20 µM | 0.33% of 330,000 active;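 active = versus positive control, 20 µM dose yields 30% or more activation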;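 also: 100% = tunicamycin at 10 µg/mL and 0% = DMSO only wells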
#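 Material: CHO cell line with stable XBP1 luciferase reporter; buffer or medium: F12 medium containing 10% fetal bovine serum; compound: single point, 20 µM final compound, 1% DMSO; incubation: 6 h treatment, 37 °C; measured by: glow luminescence from Steady-Glo reagent; evaluation: activation, % of tunicamycin; control set: tunicamycin high, DMSO low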
# NALP3 yeast inh = NALP3 inhibition in yeast | 0.39% of 330,000 active | Yeast reconstituted NLRP3/ASC/caspase-1, beta-gal luminescence, 24 h | inhibition, % at 10 µM;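 active = inhibition of 50% or more; inactive = inhibition below 50%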;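 also: plate controls were induced DMSO wells for no effect and uninduced yeast grown without galactose for full effect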
# NR3A LBD binder = modulates the human NR3A ligand-binding domain. NR3A LBD differential scanning fluorimetry, Tm shift; 0% = protein alone, 100% = glycine-bound protein. Tm shift relative to glycine control, % at 25 µM. 2.5% of 340,000 active;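 active = melting temperature shift of at least 10% of the positive control shift, at one fixed dose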
# tim23-1 inh = tim23-1 yeast growth inhibition | S. cerevisiae tim23-1 growth, BacTiter-Glo luminescence, 24 h | inhibition, % at 20 µM | 1.3% of 330,000 active;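 active = growth inhibition of the mutant yeast at or above 50%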;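 also: temperature-sensitive mutant grown at 25 °C; plate controls were DMSO-treated mutant yeast for no effect and medium wells lacking yeast for full effect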
# UPR CHOP act = apoptotic UPR (CHOP) activation | CHO-CHOP luciferase reporter, luminescence; percent of tunicamycin response over DMSO baseline | activation, % at 10 µM | 0.34% of 330,000 active;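 active = at 10 µM dose, activation of 40% or more, normalized to positive control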;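 also: 100% = tunicamycin at 10 µg/mL and 0% = DMSO alone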
#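 System: CHO-CHOP luciferase reporter cell line | Buffer or medium: F12 medium containing 10% fetal bovine serum | Doses: One dose, 10 µM in 0.5% DMSO | Times: 6 h compound exposure at 37 °C after overnight seeding | Signal: Luciferase luminescence | Read-out: % activation vs tunicamycin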
# TIM10 inh = TIM10 yeast growth inhibition | S. cerevisiae TIM10 strain growth, BacTiter-Glo luminescence, 24 h | inhibition, % at 10 µM | 1.4% of 330,000 active | AID 463195;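 active = inhibition of 40% or more at the single tested concentration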;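 also: wild-type TIM10 isogenic control strain grown at permissive 25 °C; 0% = DMSO yeast wells and 100% = minimal medium wells without yeast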
# Numbers without * were called inactive; . = no result given.
# Value order: tim23-1 inh	APJ agonist	NALP3 yeast inh	tim10-1 inh	UPR CHOP act	TIM10 inh	NR3A LBD binder	Mdm2-MdmX inh	UPR XBP1 act
1: Cc1cc(-c2nnc(CCC(=O)NCC(C)c3ccccc3)o2)no1 (stereo unspecified)
    5	-1	2	2	3.7	7	4	-4	-7
2: Cc1ccccc1NCC(=O)N/N=C/c1c[nH]c2ccccc12
    35	1	15	27	-1.0	47*	24*	28	-1
3: O=C(NCc1cccs1)c1ccc2c(c1)ncn2C1CCCC1
    1	1	0	-31	2.0	-5	0	-11	1
4: CCCCC(=O)Nc1ccc(NC(=O)c2ccc([N+](=O)[O-])cc2Cl)cc1OC
    3	0	13	14	-0.5	7	1	-8	-1
5: C=CCNC(=S)N1CCN(c2ccc([N+](=O)[O-])cc2)CC1
    -4	0	-8	-6	0.1	4	6	-9	-3
6: Cc1ccc(C)c(N2CCN(C(=O)CCc3nc(-c4ccccc4Cl)no3)CC2)c1
    45	.	.	20	-0.3	-2	7	19	-1
7: CN1CCN(c2nc(C#N)cc(-c3ccccc3)n2)CC1
    13	-3	4	5	-1.5	-2	11*	21	-5
8: CCc1cc(C(=O)N2CCCC(Nc3ccc(F)c(F)c3)C2)n(C)n1 (stereo unspecified)
    9	10	17	1	0.3	-7	2	-29	-5
9: COc1ccc(-c2nnc(SCC(=O)Nc3cccnc3Cl)n2C)cc1
    8	0	17	8	-1.3	-2	-1	6	3
10: O=C(Cn1nc(-c2ccccc2)ccc1=O)Nc1ccc(N2CCN(C(=O)c3cccs3)CC2)cc1
    4	-2	-11	12	-0.4	11	-2	10	-1
11: Cc1ccc(CC2CC(=O)N(c3cc(Cl)ccn3)C2=O)cc1 (stereo unspecified)
    27	6	13	20	-0.9	0	4	6	0
12: Cc1c(CC(=O)O)c(=O)oc2cc(OCc3ccc(Br)cc3)ccc12
    18	-1	7	18	3.2	10	1	10	-5
13: O=C(Nc1cccc(S(=O)(=O)N2CCCC2)c1)c1ccc2ccccc2n1
    -2	0	-128	47*	0.9	43*	-1	-1	2
14: Cc1noc(C)c1COc1ccc(C(=O)N2CCN(c3ccccc3F)CC2)cc1
    19	-7	8	27	-1.2	13	0	11	2
15: CO/N=C(\Cn1ncc(NC2CCCCC2)c(Br)c1=O)c1ccc(Cl)cc1
    36	0	0	20	3.1	15	-1	23	-4
16: N#CC1=C(N)NC(SCc2ccc(F)cc2)=C(C#N)C12CCCCC2
    -86	-4	-10	-31	-0.6	-44	1	59*	0
17: COc1cccc(C(=O)C2CCCN(C(=O)CCC3=NNC(=O)CC3)C2)c1 (stereo unspecified)
    6	-2	16	12	-0.8	3	2	29	1
18: CCC(C)C(NC(N)=O)C(=O)Nc1ccc(C(=O)OC)cc1 (stereo unspecified)
    0	1	19	-4	2.9	-10	-3	15	4
19: Cc1ccc(-c2nc3ccsc3c(=O)o2)cc1
    4	4	-10	12	4.0	33	1	-146	-2
20: O=C(Nc1ccccc1Cl)c1ccc2c(c1)N(Cc1ccc(F)cc1)C(=O)CS2=O (stereo unspecified)
    4	-2	19	4	1.7	3	-14	-3	-1
21: COC(=O)Nc1nc2c(s1)CCCC2
    6	-1	6	15	2.5	5	-1	-56	3
22: CCC(O)(c1ccc(OC)cc1)C(CN1CCOCC1)c1ccccc1 (stereo unspecified)
    30	-3	11	8	-1.2	23	1	23	1
23: CSc1nc(Oc2ccc(=O)n(C)n2)nc(N(C)C)n1
    -9	-7	10	-18	-1.9	-9	0	23	-1
24: COc1cc(/C=N/NC(=O)c2ccccc2)ccc1O
    -2	-3	-13	0	0.5	-3	2	2	-2
25: O=C(CN1C(=O)c2ccccc2S1(=O)=O)NCCSCc1ccco1
    -14	-5	7	18	-1.2	-12	2	28	0
26: CCc1cc(C(=O)N2CCCC(CNS(=O)(=O)c3cccs3)C2)n(C)n1 (stereo unspecified)
    -5	-2	3	-21	1.2	-6	0	16	-3
27: Cc1nc2cc(Cl)c([N+](=O)[O-])cc2s1
    11	-2	-10	9	1.5	-10	0	-13	-2
28: O=C(CCS(=O)(=O)c1cccc2nonc12)NCCc1ccccc1
    15	-1	-7	13	3.8	-6	-1	13	-1
29: O=C(CN1C(=O)NC2(CCCC2)C1=O)N1CCN(S(=O)(=O)c2cccc(F)c2)CC1
    7	-1	9	11	-0.7	6	16*	11	-2
30: Cc1ccc(-c2nnn(CC(=O)Nc3nnc(C(C)C)s3)n2)cc1
    11	-4	15	6	-1.1	14	1	15	-3

# Reformatted: entries from further up.
19: Cc1ccc(-c2nc3ccsc3c(=O)o2)cc1
20: O=C(Nc1ccccc1Cl)c1ccc2c(c1)N(Cc1ccc(F)cc1)C(=O)CS2=O (stereo unspecified)
21: COC(=O)Nc1nc2c(s1)CCCC2
22: CCC(O)(c1ccc(OC)cc1)C(CN1CCOCC1)c1ccccc1 (stereo unspecified)
23: CSc1nc(Oc2ccc(=O)n(C)n2)nc(N(C)C)n1
24: COc1cc(/C=N/NC(=O)c2ccccc2)ccc1O
25: O=C(CN1C(=O)c2ccccc2S1(=O)=O)NCCSCc1ccco1
26: CCc1cc(C(=O)N2CCCC(CNS(=O)(=O)c3cccs3)C2)n(C)n1 (stereo unspecified)
27: Cc1nc2cc(Cl)c([N+](=O)[O-])cc2s1
28: O=C(CCS(=O)(=O)c1cccc2nonc12)NCCc1ccccc1
compound no.	19	20	21	22	23	24	25	26	27	28
tim23-1 inh	4	4	6	30	-9	-2	-14	-5	11	15
APJ agonist	4	-2	-1	-3	-7	-3	-5	-2	-2	-1
NALP3 yeast inh	-10	19	6	11	10	-13	7	3	-10	-7
tim10-1 inh	12	4	15	8	-18	0	18	-21	9	13
UPR CHOP act	4.0	1.7	2.5	-1.2	-1.9	0.5	-1.2	1.2	1.5	3.8
TIM10 inh	33	3	5	23	-9	-3	-12	-6	-10	-6
NR3A LBD binder	1	-14	-1	1	0	2	2	0	0	-1
Mdm2-MdmX inh	-146	-3	-56	23	23	2	28	16	-13	13
UPR XBP1 act	-2	-1	3	1	-1	-2	0	-3	-2	-1

29: O=C(CN1C(=O)NC2(CCCC2)C1=O)N1CCN(S(=O)(=O)c2cccc(F)c2)CC1
30: Cc1ccc(-c2nnn(CC(=O)Nc3nnc(C(C)C)s3)n2)cc1
compound no.	29	30
tim23-1 inh	7	11
APJ agonist	-1	-4
NALP3 yeast inh	9	15
tim10-1 inh	11	6
UPR CHOP act	-0.7	-1.1
TIM10 inh	6	14
NR3A LBD binder	16*	1
Mdm2-MdmX inh	11	15
UPR XBP1 act	-2	-3

# Quoted at random: two records from the list.
# Value order: tim23-1 inh	APJ agonist	NALP3 yeast inh	tim10-1 inh	UPR CHOP act	TIM10 inh	NR3A LBD binder	Mdm2-MdmX inh	UPR XBP1 act
4: CCCCC(=O)Nc1ccc(NC(=O)c2ccc([N+](=O)[O-])cc2Cl)cc1OC
    3	0	13	14	-0.5	7	1	-8	-1
22: CCC(O)(c1ccc(OC)cc1)C(CN1CCOCC1)c1ccccc1 (stereo unspecified)
    30	-3	11	8	-1.2	23	1	23	1

# Going on with the list.
# Value order: tim23-1 inh	APJ agonist	NALP3 yeast inh	tim10-1 inh	UPR CHOP act	TIM10 inh	NR3A LBD binder	Mdm2-MdmX inh	UPR XBP1 act
31: O=C(O)c1ccc(N=C2NC(=O)C(CO)(CO)S2)cc1
    18	-3	12	-5	2.2	9	-1	8	-1
32: N#CCCN(Cc1cccnc1)C(=S)NC(=O)c1ccccc1
    -8	0	3	-10	1.3	-5	2	-1	-2
33: CC(C)(C)C1CCC2(CC1)C(Nc1cccc(C(F)(F)F)c1)=NC(=S)N2CC#N (stereo unspecified)
    8	-1	6	17	0.3	-8	-1	49	5
34: CC(C(=O)Nc1ccc2c(c1)OCCO2)N(c1ccccc1)S(C)(=O)=O (stereo unspecified)
    17	-1	11	-12	-1.0	9	-4	12	-1
35: OC1(c2ccc(F)cc2)CSC(=Nc2cccnc2)N1Cc1ccco1 (stereo unspecified)
    35	-3	8	9	0.1	9	-2	19	3
36: CCOC(=O)[C@H]1[C@H]2COc3ccc(C)cc3[C@@H]2N2C(=O)c3cc(F)ccc3NC(=O)[C@@]12C
    27	-1	-5	16	0.2	6	1	23	-1
37: COc1ccc(OCCCC(=O)NCC(C)C)cc1
    2	0	8	10	-1.4	-4	1	-20	-3
38: CN1CCN(CCCNC(=O)c2cc3c(-c4ccc(Cl)cc4)nn(C)c3s2)CC1
    -11	1	-3	2	-0.7	4	2	68*	-3
39: Cc1nnsc1C(=O)NNC(=O)c1cccc2ccccc12
    11	-4	4	6	-1.7	19	-1	23	0
40: COc1cc(C(=O)N2CCN(c3ncnc4sc(C)c(C)c34)CC2)cc(OC)c1OC
    29	6	-6	3	1.8	23	-10	30	-3
41: O=C(CCN1C(=O)c2ccccc2C1=O)CN1CCOCC1
    14	-1	5	9	-0.8	-9	-1	-3	-3
42: Cc1cc2c(cc1S(=O)(=O)Nc1cccc(C)c1C)n(C)c(=O)c(=O)n2C
    7	-4	7	-12	-0.8	-4	2	40	-3
43: Cc1cc(C)cc(NC(=S)NCCCO)c1
    16	1	15	4	1.2	-1	0	9	-3
44: O=[N+]([O-])c1ccc(Cl)cc1N1CCOCC1
    17	-3	-11	-3	-1.2	-3	-1	0	-1
45: Cc1ccc(NC(=S)Nc2ccc(F)cc2)c(C)c1
    -1	-2	23	20	-0.6	23	-6	13	1
46: COc1cccc2cc(C(C)OC(=O)Nc3ccc(C)cc3)oc12 (stereo unspecified)
    13	-2	25	4	-0.8	7	-7	14	-5
47: Cc1ccc(-n2nc(C(=O)NCc3ccc(C)o3)c3c4ccccc4n(C)c3c2=O)cc1
    26	-8	11	25	1.8	35	-1	22	0
48: O=C(CCCN1C(=O)c2ccccc2C1=O)Nc1ccc2c(c1)OCCO2
    14	-1	8	-5	-0.9	-18	-1	-5	-1
49: CC1(C)OC2C(CO)OC(n3cnc4c(=S)nc[nH]c43)C2O1 (stereo unspecified)
    -1	0	-7	-4	2.4	3	2	26	-1
50: Cc1ccc(-n2nc(C)c(NC(=O)CCl)c2C)cc1C
    20	-1	11	-3	3.6	-6	-9	76*	0
51: NC(=O)c1ccccc1NC(=O)COc1ccc2c(c1)OCO2
    -2	-2	14	-23	6.8	13	2	-86	-1
52: Cn1c(=O)[nH]c(=O)c2c1nc(N1CCOCC1)n2CCN1CCOCC1
    4	-2	5	2	-1.5	-10	0	28	2
53: Cc1ccc(NC(=O)CSc2nnc(-c3ccccn3)n2N)c(Br)c1
    8	-4	20	-8	0.8	4	0	8	-2
54: CCCCN(CCCC)CC(O)CN(c1cc([N+](=O)[O-])ccc1OC)S(=O)(=O)c1ccccc1 (stereo unspecified)
    22	1	9	9	0.1	11	-8	16	-2
55: c1ccc2c(c1)nc(NCCN1CCOCC1)c1nncn12
    7	-1	11	-17	-1.7	11	2	8	-1
56: CC(=O)Nc1ccc(Nc2cc(N3CCOCC3)c3nonc3c2[N+](=O)[O-])cc1
    12	-3	24	-8	-1.4	-9	-1	30	1
57: Cc1cccc(NC(=S)NC(=O)c2ccc(-c3ccccc3)cc2)n1
    -2	-7	21	-2	7.4	16	-8	-102	1

# Screens from PubChem BioAssay.
